SRC3 inh: SRC3 coactivator transcriptional activity inhibitors, primary screen, cell-based, luminescence; Nuclear receptor coactivator 3 (Homo sapiens), Q9Y6Q9; HEK293 GAL4-SRC3 luciferase reporter; inhibition, % at 3.6 µM; actives 0.17% (n = 360,000);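 active means inhibition above a per-campaign cutoff, the mean of all compounds plus 3 SD, cut at about 60% in these data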;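 further: 0% = DMSO-treated cells and 100% = gossypol-treated cells at 36 µM; higher means less SRC3-driven luciferase light from the GAL4 reporter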
NCOA1 inh: SRC1 coactivator transcriptional activity inhibitors, primary screen, cell-based, luminescence; Nuclear receptor coactivator 1 (Homo sapiens), Q15788; HEK293 GAL4-SRC1 luciferase reporter; inhibition, % at 3.6 µM; actives 0.12% (n = 360,000); AID 588354, 2011;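 active means inhibition above the campaign mean plus 3 SD, with each screening campaign given its own cutoff, cut at about 60% in these data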;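 further: 0% = DMSO treated cells and 100% = gossypol at 36 µM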
COUP-TFII inh: NR2F2 transcriptional activity inhibitors, primary screen, cell-based, luciferase reporter, HEK293T, luminescence; HEK293T NGFI-A luciferase reporter; inhibition, % at 8.6 µM; COUP transcription factor 2 (Homo sapiens), P24468; actives 0.7% (n = 370,000);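 active means inhibition above a per-plate cutoff, mean inhibition of test wells between control levels plus 3 SD, cut at about 38% in these data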;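 further: cells cotransfected with COUP-TFII expression vector driving the NGFI-A reporter; 0% = median of COUP-TF2 test wells and 100% = reporter-only cells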
Target sequence (P24468 whole entry, looked up): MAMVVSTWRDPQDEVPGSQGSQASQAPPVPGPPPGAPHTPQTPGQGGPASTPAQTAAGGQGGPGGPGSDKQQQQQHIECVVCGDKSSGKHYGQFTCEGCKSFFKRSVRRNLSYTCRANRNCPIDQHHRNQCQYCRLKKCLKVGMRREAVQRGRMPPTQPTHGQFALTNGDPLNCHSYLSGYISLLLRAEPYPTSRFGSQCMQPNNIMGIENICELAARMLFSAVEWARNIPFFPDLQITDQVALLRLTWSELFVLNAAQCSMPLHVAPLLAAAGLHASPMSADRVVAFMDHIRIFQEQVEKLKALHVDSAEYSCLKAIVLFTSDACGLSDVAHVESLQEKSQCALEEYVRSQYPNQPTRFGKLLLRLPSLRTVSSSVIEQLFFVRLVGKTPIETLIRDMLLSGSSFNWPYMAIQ
LMP1 NFkB inh: EBV LMP1-driven NF-kappaB luciferase reporter inhibitors, primary screen, cell-based, luminescence, single point. AID 504558, 2011. actives 0.69% (n = 350,000). LMP1-induced NF-kappaB luciferase reporter cells. inhibition, % at 12.5 µM; in the data active means inhibition above about 41%;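 further: 0% = neutral control wells and 100% = reference inhibitor control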
MC4R antagonist: MC4R antagonists of cAMP signaling, primary screen, cell-based, TR-FRET, antagonist arm of biased-ligand search; Melanocortin receptor 4 (Homo sapiens), P32245; MC4R-expressing cells, MTII-stimulated cAMP, LANCE TR-FRET; inhibition, % at 6.5 µM; actives 0.48% (n = 360,000);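 active means inhibition above its plate's cutoff, the mean of tested wells on that plate plus 3 SD, cut at about 29% in these data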;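 further: 0% = Melanotan II alone and 100% = Melanotan II plus saturating MCL0020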
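Material – human MC4R-expressing U2OS cells · Repeats – no replicates · Detection – TR-FRET with Eu-cAMP and labeled anti-cAMP, 671 nm · Times – compound 30 min, challenge 1 h, detection 1 h · Compound – single nominal compound dose of 6.5 µM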
ABHD5 PLIN5 PPI: ABHD5-PLIN5 interaction inhibitors, primary screen, cell lysate, split luciferase complementation, luminescence; inhibition, % at 4 µM; Split G. princeps luciferase complementation, 4 h; AID 602281, 2012; actives 0.78% (n = 360,000); Perilipin-5 (Homo sapiens) + 1-acylglycerol-3-phosphate O-acyltransferase ABHD5 (Homo …;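 active means inhibition above the mean inhibition across every tested compound plus 3 SD, cut at about 22% in these data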;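 further: 0% = DMSO only wells and the 100% control is not disclosed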
NOD2 RIPK2 PPI: NOD2-RIPK2 binding disruptors in cells, primary screen, fluorescence, CHO cells, BLA complementation | actives 0.38% (n = 360,000) | Receptor-interacting serine/threonine-protein kinase 2 (Homo sapiens), O43353 | inhibition, % at 4.98 µM | AID 624267, 2012 | CCF4 ratio; in the data active means inhibition above about 21%;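 further: 0% = vehicle only and 100% = reference blocker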
Target sequence (O43353 whole entry, looked up): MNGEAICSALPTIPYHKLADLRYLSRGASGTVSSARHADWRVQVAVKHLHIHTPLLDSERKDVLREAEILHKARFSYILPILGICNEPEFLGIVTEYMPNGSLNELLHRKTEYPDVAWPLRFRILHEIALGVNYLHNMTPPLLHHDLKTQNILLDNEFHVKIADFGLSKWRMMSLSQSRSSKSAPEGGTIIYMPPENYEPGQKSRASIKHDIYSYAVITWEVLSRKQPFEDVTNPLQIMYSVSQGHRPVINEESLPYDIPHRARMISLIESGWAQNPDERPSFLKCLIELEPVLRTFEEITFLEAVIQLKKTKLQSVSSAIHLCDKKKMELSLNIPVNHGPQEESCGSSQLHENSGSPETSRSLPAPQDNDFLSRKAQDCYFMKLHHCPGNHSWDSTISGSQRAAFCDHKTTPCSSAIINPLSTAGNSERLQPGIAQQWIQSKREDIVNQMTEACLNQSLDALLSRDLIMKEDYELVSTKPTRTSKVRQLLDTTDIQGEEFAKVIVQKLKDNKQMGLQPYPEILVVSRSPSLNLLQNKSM
MC4R ag barr: MC4R agonists recruiting beta-arrestin, primary screen, cell-based, luminescence, agonist arm of biased-ligand search | Melanocortin receptor 4 (Homo sapiens), P32245 | activation, % at 8.9 µM | U2OS MC4R beta-arrestin complementation; percent of melanotan II response, DMSO zero | actives 0.98% (n = 360,000);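 active means activation above a per-plate cutoff, the mean activation of sample wells on that plate plus 3 SD, cut at about 8% in these data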
LRH-1 inv ag: LRH-1 (NR5A2) inverse agonists, primary screen, cell-based, luminescence, HEK293T, StAR-luciferase reporter; Nuclear receptor subfamily 5 group A member 2 (Homo sapiens), O00482; LRH-1 transfected, 24 h; inhibition, % at 3.6 µM; actives 0.13% (n = 360,000); AID 602396, 2012;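 active means inhibition above the mean inhibition of all tested compounds plus 3 SD, cut at about 73% in these data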;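 further: 0% = DMSO wells and 100% = reporter-only cells lacking LRH-1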
TLR9-MyD88 block: inhibitors of TLR9-MyD88 association in cells, primary screen, cell-based, CHO, BLA complementation, fluorescence; Toll-like receptor 9 (Homo sapiens) + Myeloid differentiation primary response protein …; CCF4 FRET ratio; inhibition, % at 4.98 µM; actives 0.21% (n = 340,000); AID 504734, 2011;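 active means inhibition above the mean over all tested compounds plus 3 SD, cut at about 21% in these data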;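 further: 0% = DMSO only wells and 100% = clavulanate BLA inhibitor control wells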
SRC2 inh: inhibition of GAL4-SRC2 driven luciferase reporter, primary screen, SRC2 inhibitor project, cell-based, luminescence; HEK293 GAL4-SRC2 luciferase reporter; actives 0.17% (n = 370,000); Nuclear receptor coactivator 2 (Homo sapiens), Q15596; inhibition, % at 9 µM;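 active means inhibition above the mean inhibition of all tested compounds plus 3 SD, set per campaign, cut at about 52% in these data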;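 further: 0% = DMSO treated cells and 100% = cells given Gossypol at 36 µM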
* hit, by the source's call; · = not tested or not shown. The list is partial, so the mix of outcomes need not match the whole.

Results follow in this order: NCOA1 inh | SRC3 inh | TLR9-MyD88 block | SRC2 inh | COUP-TFII inh | ABHD5 PLIN5 PPI | NOD2 RIPK2 PPI | MC4R antagonist | MC4R ag barr | LRH-1 inv ag | LMP1 NFkB inh
1. O=S(=O)(NCC(c1cccs1)N1CCc2ccccc2C1)c1ccccc1 (stereo not given)
  5 | -5 | -8 | -24 | 0 | -12 | -1 | 2 | 3.4 | -16 | -4
2. CC1(C(=O)NNC(=S)NCc2ccco2)CC1(Cl)Cl (stereo not given)
  8 | 10 | 9 | 18 | -9 | 3 | -10 | -8 | -2.2 | 7 | -2
3. COc1cc2cc(CN(Cc3nnnn3Cc3ccco3)C3CCCCC3)c(=O)[nH]c2cc1OC
  6 | 13 | 6 | 8 | 6 | 2 | 0 | -8 | -0.5 | -12 | -1
4. c1coc(C2=NC(c3ccco3)C(c3ccco3)N2)c1 (stereo not given)
  -35 | -24 | -13 | · | · | 8 | -13 | 9 | -0.7 | -9 | -10
5. Cc1nn(-c2ccccc2)c(C)c1C(=O)OCC(=O)N1c2ccccc2NC(=O)C1(C)C
  14 | 20 | -14 | -15 | -2 | 4 | -1 | -5 | -1.6 | 17 | -3
6. CS(=O)(=O)N(CC(=O)NCCC1=CCCCC1)c1ccc2c(c1)OCO2
  0 | 8 | -4 | -1 | 14 | 1 | -1 | 21 | -2.6 | 0 | -9
7. Cc1ccc(NC(=O)CCNS(=O)(=O)c2cccc3nonc23)cc1
  -13 | -12 | 2 | -29 | 2 | 3 | -1 | -3 | -0.5 | 8 | 5
8. O=[N+]([O-])c1ccc2nc(NN=Cc3ccc(O)cc3)sc2c1
  -29 | -28 | 8 | -3 | -25 | 4 | 23* | 10 | -3.9 | -39 | -9
9. O=C(Nc1ccc2nc(-c3cccs3)c(-c3cccs3)nc2c1)NC1CC1
  12 | 20 | -8 | -14 | 2 | -4 | -3 | 14 | -1.3 | 15 | -1
10. O=[N+]([O-])c1ccc2oc(C(O)c3cccc(Cl)c3)cc2c1 (stereo not given)
  -21 | -11 | 0 | 9 | 7 | 4 | -2 | 4 | 4.4 | 8 | -4
11. COc1ccc(/C=C/C(=O)N2CCCc3ccccc32)c(OC)c1
  -24 | 2 | -7 | -61 | -4 | -1 | 1 | 1 | 1.1 | -13 | -7
12. COCCN(CCOC)C(=S)Nc1cc(S(=O)(=O)N(C)C)ccc1C
  0 | 7 | -7 | 1 | -24 | 2 | -4 | 0 | 0.2 | 9 | 6
13. Cc1ncc([N+](=O)[O-])n1CC(=O)Nc1ccc(F)cc1F
  -6 | -4 | -11 | 5 | -1 | 6 | -4 | 2 | -1.2 | 9 | -8
14. CCN(CC(=O)Nc1c(F)cccc1F)C(=O)c1ccc(N2C(=O)c3ccccc3C2=O)cc1
  -22 | 8 | 8 | 13 | 11 | 6 | 4 | 0 | -3.6 | 2 | 5
15. Cc1cccc(C(=O)OCC(=O)NCCNC(=O)COC(=O)c2cccc(C)c2C)c1C
  -2 | -1 | -6 | -36 | 16 | -5 | 8 | 10 | -2.7 | 0 | -2
16. O=C(CCc1cnccn1)NC1CCCc2c1cnn2-c1ccc(F)cc1F (stereo not given)
  3 | 15 | -4 | -1 | 13 | 1 | -9 | 0 | -1.6 | -13 | 2
17. O=c1cc(-c2ccc(F)cc2)[nH][nH]1
  -11 | 8 | -8 | -2 | 5 | -42 | -15 | 10 | -1.0 | 18 | 4
18. Cc1cccc(-n2cc3c(=O)n(C)c(=O)n(C)c3c2)c1
  -19 | 14 | · | 17 | 10 | 8 | -7 | 8 | -0.9 | 3 | 3
19. Cc1cccn2c(=O)c3cc(C(=O)NC4CCCC4)c(=N)n(CCc4ccccc4)c3nc12
  1 | 6 | -3 | -2 | -6 | -12 | -13 | 1 | 1.8 | -1 | -4
20. Cc1cc(S(=O)(=O)Nc2ccc(C(=O)NCC(c3ccco3)N3CCCC3)cc2)ccc1F (stereo not given)
  -4 | 11 | -13 | -3 | 15 | 3 | -6 | 4 | -1.8 | 3 | 3
21. COc1ccc(CCC(=O)NNC(=O)Nc2ccc(C(C)C)cc2)cc1
  -12 | 6 | -4 | -82 | -14 | -5 | -1 | 0 | 0.4 | 4 | 1
22. O=C(/C=C/c1cccnc1)c1cc(F)ccc1O
  9 | 7 | 9 | -19 | 4 | 0 | -10 | -4 | 0.1 | -5 | 3
23. Cc1cc(-c2ccccc2)nc(N2CCN(c3ccccn3)CC2)n1
  -48 | -35 | 11 | -29 | 0 | 2 | -7 | 3 | -1.0 | 1 | -30
24. Cc1cccc(C)c1NC(=O)COC(=O)CSc1nnc(N)s1
  -2 | 16 | -2 | -31 | -2 | -5 | 0 | 21 | 2.6 | 0 | -4
25. Cc1ccnc(N2CCC(C(=O)Nc3ccc4c(c3)OCO4)CC2)n1
  -13 | -14 | 13 | -28 | -6 | -7 | -6 | 8 | -2.5 | -8 | -2
26. Cc1cnc(C(=O)Oc2c(C)ccc(C)c2C)cn1
  -3 | -14 | 1 | -5 | -5 | -7 | -4 | 2 | -1.3 | 5 | -2
27. O=C(O)c1ccc(CSc2nc3ccccc3c(=O)n2-c2ccccc2)cc1
  -9 | 6 | -8 | -49 | 4 | 1 | -1 | -42 | -0.7 | 19 | 9
28. CCCN1Cc2cccc(C(=O)NC(CC(=O)OCC)c3ccc(OCC)c(OC)c3)c2C1=O (stereo not given)
  -4 | 15 | -8 | -2 | -14 | 5 | 3 | 10 | -0.9 | -3 | 4
29. COc1cc(NS(=O)(=O)c2ccc(Nc3nc(-c4cccc([N+](=O)[O-])c4)cs3)cc2)nc(OC)n1
  4 | 6 | 1 | 6 | -8 | 4 | 4 | -4 | -1.1 | -17 | 26
30. COc1cccc(S(=O)(=O)N(C)C[C@@H]2Oc3cc(Br)ccc3S(=O)(=O)N([C@@H](C)CO)C[C@@H]2C)c1
  -8 | 10 | 0 | -9 | -6 | -8 | 4 | 15 | 0.9 | 1 | 3

Later entries
Results follow in this order: NCOA1 inh | SRC3 inh | TLR9-MyD88 block | SRC2 inh | COUP-TFII inh | ABHD5 PLIN5 PPI | NOD2 RIPK2 PPI | MC4R antagonist | MC4R ag barr | LRH-1 inv ag | LMP1 NFkB inh
31. O=C(Cc1c[nH]c2ccccc12)NCc1ccco1
  -30 | 5 | 0 | -17 | -15 | -1 | -5 | -3 | 1.5 | 9 | 2
32. O=C(Cn1nnc(-c2ccc(Cl)cc2)n1)NCCC1=CCCCC1
  -4 | 12 | -15 | -8 | -4 | 3 | -9 | 4 | 0.7 | 8 | -5
33. COc1ccc(-c2nnc3ccc(SCC(=O)Nc4nccs4)nn23)cc1OC
  -18 | 6 | 9 | -38 | -6 | -1 | 11 | 10 | -1.0 | -6 | -5
34. CC(O)Cc1cn([C@@H](CCCCNC(=O)OC(C)(C)C)C(=O)N2CCN(C(=O)OC(C)(C)C)CC2)nn1 (stereo not given in full)
  -6 | 5 | -6 | -1 | -16 | -2 | 9 | 2 | -1.5 | -3 | -5
35. CCN(CC)CCN1CCN(c2cnc(C)cn2)CC1
  -1 | -10 | · | 6 | -13 | -8 | -3 | -1 | -1.0 | -7 | ·
36. Cc1cc(C(=O)NCC(=O)OCC(=O)NCCc2ccccc2)ccc1[N+](=O)[O-]
  4 | -7 | 3 | -18 | 14 | -1 | -9 | -1 | -1.1 | -9 | 2
37. CC(C)(CNc1ccc([N+](=O)[O-])cc1Cl)N1CCOCC1
  7 | 8 | 0 | -2 | 14 | 1 | -7 | -5 | 0.4 | 8 | 3
38. COC(=O)c1ccc(COc2ccccc2/C=C(\C#N)C(=O)Nc2ccccc2C)cc1
  7 | 2 | 1 | 26 | -10 | 1 | -6 | -18 | -2.9 | -14 | -12
39. COc1cc(O)c(C(CC(=O)N2CCOCC2)c2ccc3c(c2)OCO3)c(OC)c1 (stereo not given)
  -10 | 1 | -5 | -11 | 8 | 3 | 1 | 4 | -1.3 | -3 | -4
40. Cc1ccccc1C(=O)Nc1c2c(nc3ccccc13)CCCC2
  -2 | -1 | -6 | -14 | -2 | -3 | 0 | -5 | -0.5 | 11 | -3
41. CC1=CC2=NC(=O)/C(=C\c3cccn3CCOc3ccc(C)c(C)c3)C(=N)N2O1
  -1 | 18 | 0 | -42 | -4 | 9 | 4 | -2 | 14* | -20 | -10
42. COc1cccc(C(=O)NCCS(=O)(=O)N2CCCCCC2)c1
  -7 | 10 | 6 | 17 | -9 | 0 | -4 | 9 | -2.5 | -29 | -7
43. COc1ccc(C)cc1NC(=O)Nc1cnccn1
  6 | 25 | -10 | 6 | 12 | 1 | 8 | 13 | 0.0 | 11 | 2
44. CCOc1ccccc1N1C(=O)CC(Sc2n[nH]c(-c3ccccc3)n2)C1=O (stereo not given)
  1 | 5 | -3 | 16 | -11 | 10 | 15 | 6 | -2.9 | 0 | 6
45. CCCCOc1ccc(CCC(=O)N/N=C/c2ccco2)cc1
  -7 | 5 | -5 | 4 | -16 | -2 | -3 | 6 | 2.5 | 4 | -12
46. COc1ccc(NC(=O)c2sccc2SCc2cccc(C(F)(F)F)c2)cc1
  16 | 21 | 7 | -16 | 5 | -1 | 4 | -6 | -0.3 | -22 | -2
47. COc1ccccc1NC(=O)C(C)OC(=O)COc1cccc2c1OC(C)(C)C2 (stereo not given)
  -2 | -27 | 4 | 1 | 1 | 3 | 3 | 7 | -1.4 | -6 | 5
48. COc1ccc(C2CC(c3ccccc3)Nc3nc(NS(C)(=O)=O)nn32)cc1 (stereo not given)
  -2 | 1 | -3 | 22 | 2 | 3 | -5 | 14 | -0.1 | -6 | 6
49. CCCC1COC(Cn2cncn2)(c2ccc(C)cc2)O1 (stereo not given)
  9 | -5 | -1 | 11 | 0 | -3 | 3 | 0 | -2.0 | 3 | 2
50. Cc1cc(C)c(C#N)c(SCc2ccc(C(=O)O)cc2)n1
  -12 | -5 | -1 | 8 | 14 | -3 | -15 | 12 | -0.7 | 2 | -8
51. COc1cccc(S(=O)(=O)Nc2ccc3sc(C)nc3c2)c1
  -5 | 11 | 6 | -1 | -6 | -3 | -5 | -4 | -0.9 | -8 | -2
